# KCNK3 inh – human KCNK3 channel inhibition, primary screen; CHO-KCNK3 thallium flux, FluxOR fluorescence; hits give low values; O14649; B-score at 10 µM; 0.84% of 340,000 active;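 active = B-score under library mean minus 4 SD, starting fluorescence ratio at most library mean plus 5 SD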;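 also: more negative B-score means stronger inhibition of thallium flux through KCNK3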
# MrgX1 ag – agonists of human MrgX1 receptor; Q96LB2; MrgX1-HEK293 cells, Fluo-4 calcium fluorescence, agonist mode; hits give high values; B-score at 10 µM; 0.44% of 310,000 active; AID 588627;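 active = calcium response B-score plate-corrected fluorescence ratio at least 3 library SD, with starting fluorescence B-score inside 5 SD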
# Target sequence (Q96LB2 whole entry, looked up): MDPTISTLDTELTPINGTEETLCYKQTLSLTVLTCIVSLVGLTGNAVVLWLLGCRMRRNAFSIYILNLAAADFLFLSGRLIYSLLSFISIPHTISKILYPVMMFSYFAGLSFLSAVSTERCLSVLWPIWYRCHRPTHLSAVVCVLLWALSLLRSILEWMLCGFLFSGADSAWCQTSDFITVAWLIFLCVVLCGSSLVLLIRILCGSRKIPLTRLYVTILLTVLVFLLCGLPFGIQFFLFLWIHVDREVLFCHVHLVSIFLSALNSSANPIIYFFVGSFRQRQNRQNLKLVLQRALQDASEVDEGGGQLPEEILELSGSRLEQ
#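 System: HEK293 cells stably expressing human MrgX1 receptor; Dosing: test compound in the initial addition of three; Schedule: overnight plating, then 30 min 37 °C plus 30 min room-temperature dye loading; Detection: kinetic calcium dye fluorescence, Fluo-4 NW; Controls: per-plate positive and negative controls for Z′ factor.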
# MrgX1 allo act – human MrgX1 positive allosteric modulation, primary screen; Q96LB2; MrgX1-HEK293, Fluo-4 calcium flux, FDSS; hits give high values; B-score at 10 µM; 0.63% of 310,000 active; AID 588675;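 active = plate-corrected calcium response at least 3 library SD above typical, normal starting fluorescence, not activating the receptor alone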;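 also: compound read alongside a low EC10 to EC30 dose of BAM8-22 agonist; peak minus trough fluorescence over baseline measured at the second addition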
# RGS4 inh – human RGS4 inhibition. P49798. B-score at 10 µM. 0.45% of 310,000 active. AID 463165. HEK293 M3R/RGS4 inducible, Fluo-4 calcium flux; hits give high values; triggered by carbachol at its EC20;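 active = B-score, a plate-corrected calcium signal, over three deviations above library mean, with baseline fluorescence within five deviations of library mean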;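 also: RGS4 expression induced by doxycycline in cells with stable M3 receptor; B-score is computed from the integrated fluorescence ratio over baseline after carbachol; higher B-score means a larger calcium signal and so more RGS4 inhibition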
# hERG rescue – hERG (human) protection from proarrhythmic block; activation (rescue from dofetilide block), less the hit threshold, % at 10 µM; CHO-hERG, FluxOR thallium flux, dofetilide IC70 present; 0.51% of 310,000 active;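 active = activation above the mean of controls blocked by dofetilide plus 5 SD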;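 also: thallium influx through hERG after potassium depolarization seen as dye fluorescence rise; in these data hits start at about 4.7%; inactives centre near -7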
# RGS4 pot – RGS4 potentiation or activation. HEK293 M3R/inducible RGS4, carbachol calcium flux Fluo4; hits give low values. B-score at 10 µM. 0.92% of 310,000 active. AID 463111;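 active = B-score of the integrated calcium signal more than 4 SD below the library mean, with starting fluorescence not abnormally high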;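 also: negative B-score means reduced calcium response which marks RGS4 activation or potentiation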
#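 Also added: carbachol at ECmax as muscarinic agonist stimulus; Assay system: HEK293 cells with stable M3R and inducible RGS4; Timing: overnight RGS4 induction, 30 min dye load 37 °C, 20 min compound RT; Measured by: Fluo4-AM (2 µM) calcium-flux fluorescence, kinetic read.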
# KCNK9 block – blocks the human KCNK9 two-pore domain potassium channel | Q9NPC2 | HEK293 KCNK9, FluxOR thallium flux fluorescence; hits give low values | B-score at 10 µM | 1.2% of 310,000 active;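 active = ratio B-score over 3 SD below the library mean, with starting fluorescence within 5 SD of its mean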;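 also: negative B-score means less thallium flux so channel inhibition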
# ANO1 activ – mouse TMEM16A channel activation, primary screen. Q8BHY3. HEK293 TMEM16A/YFP-H148Q/I152L, iodide quench fluorescence; hits give low values. B-score at 10 µM. 0.3% of 340,000 active. AID 623877;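 active = fluorescence-ratio B-score plate-corrected deviation score at least 3 library SD below zero, with starting fluorescence score within 5 deviations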;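 also: channel opened by trigger with iodide after compound preincubation; score built on the fluorescence ratio of max minus min over baseline; more negative score means more quench and so TMEM16A activation or potentiation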
# TMEM16A inh – mouse TMEM16A channel inhibition, primary screen. AID 588511. Q8BHY3. normalized B-score (activity score, 25-100; higher = stronger inhibition) at 10 µM. 1.2% of 310,000 active. HEK293 TMEM16A/YFP iodide influx fluorescence, ionomycin;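 active = ratio plate-corrected score three or more library SD toward inhibition, starting fluorescence score within five deviations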;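 also: score derived from kinetic fluorescence span divided by baseline fluorescence per well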
# KCNQ1 block – human KCNQ1 channel inhibition. P51787. CHO-K1 KCNQ1, FluxOR thallium flux fluorescence; hits give high values. B-score at 10 µM. 1.3% of 310,000 active;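 active = compounds whose thallium flux B-score, printed positive for inhibition, exceeds three library SD while starting fluorescence stays within three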;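 also: channel opened by potassium depolarization with thallium stimulus after 20 min compound exposure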
# Target sequence (P51787 whole entry, looked up): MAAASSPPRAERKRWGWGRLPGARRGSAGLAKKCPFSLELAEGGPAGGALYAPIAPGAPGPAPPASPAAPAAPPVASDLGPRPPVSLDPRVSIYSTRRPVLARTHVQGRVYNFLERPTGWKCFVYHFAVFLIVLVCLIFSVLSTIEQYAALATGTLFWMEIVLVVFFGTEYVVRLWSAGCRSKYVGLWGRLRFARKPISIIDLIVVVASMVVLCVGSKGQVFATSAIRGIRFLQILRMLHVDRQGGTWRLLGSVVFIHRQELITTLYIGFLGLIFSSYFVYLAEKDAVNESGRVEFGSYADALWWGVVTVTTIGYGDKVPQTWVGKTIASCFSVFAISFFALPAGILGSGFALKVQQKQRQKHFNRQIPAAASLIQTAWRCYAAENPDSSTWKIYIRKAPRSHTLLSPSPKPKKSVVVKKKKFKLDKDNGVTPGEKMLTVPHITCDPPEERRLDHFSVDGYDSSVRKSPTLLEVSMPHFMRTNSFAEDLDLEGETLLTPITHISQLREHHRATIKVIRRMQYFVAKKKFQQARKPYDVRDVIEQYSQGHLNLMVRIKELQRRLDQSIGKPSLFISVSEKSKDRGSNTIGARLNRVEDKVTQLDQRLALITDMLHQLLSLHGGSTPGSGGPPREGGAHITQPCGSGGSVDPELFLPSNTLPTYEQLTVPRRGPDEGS
# KCNQ1 act – human KCNQ1 channel potentiation or activation. P51787. CHO-K1 KCNQ1, thallium flux FluxOR fluorescence; hits give high values. B-score at 10 µM. 0.35% of 310,000 active;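 active = fluorescence ratio B-score, a plate-corrected score, at least three library SD, with initial intensity B-score within 5 SD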
#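 assay system = KCNQ1-transfected CHO-K1 cells | medium = assay buffer with matched DMSO | probe or stimulus = depolarizing K+/Tl+ stimulus, K2SO4 and Tl2SO4 each 12.5 mM in 5x stock | dosing = single dose | incubation = dye 90 min, compound 20 min, room temperature | detection = kinetic FluxOR fluorescence, 10 s baseline plus 110 s post-stimulus | evaluation = ratio B score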
# Active calls of the source: *; i = inactive; . = not tested or not shown.
SMILES,KCNK3 inh,MrgX1 ag,MrgX1 allo act,RGS4 inh,hERG rescue,RGS4 pot,KCNK9 block,ANO1 activ,TMEM16A inh,KCNQ1 block,KCNQ1 act
CC(C)(COC(=O)Nc1ccccc1)COC(=O)Nc1ccccc1,i,i,i,i,-6,i,i,.,i,i,i
O=C(OCC(=O)N1CCCc2ccccc21)c1cccnc1Cl,i,i,i,i,-6,i,i,i,i,i,i
NC(=O)CC(NC(=O)Cc1cccc2ccccc12)c1ccc(NC2CC3CCC2C3)c([N+](=O)[O-])c1 (configuration not stated),i,i,i,i,-4,i,i,i,i,i,i
Cc1cc(C(=O)NNC(=O)CCCCC(=O)NNC(=O)c2cc(C)[nH]n2)n[nH]1,i,i,i,i,-9,i,i,i,i,i,i
CCC(C)[C@H](NC(=O)NCc1ccccc1Cl)C(=O)O (some centres not stated),i,i,i,i,-9,i,i,i,i,i,i
Cc1c(C(=O)OCC(=O)Nc2c(C)n(C)n(-c3ccccc3)c2=O)cccc1[N+](=O)[O-],i,i,i,i,-3,i,i,i,i,i,i
O=C(CCC(=O)OCCCC(F)(F)C(F)(F)F)Nc1ccccc1,i,i,i,i,-12,i,i,i,i,i,i
Cc1cccc(Cn2c(O)c(N=NC(=S)Nc3ccccc3F)c3ccccc32)c1,i,i,i,i,27*,i,i,i,i,i,8*
COc1ccc(-c2nc(-c3ccccc3)nc(Cl)c2C#N)cc1,i,i,i,i,-10,i,i,i,i,i,i
Cc1ccc(C(=O)NN2C(=O)C3C4C=CC(C4)[C@@H]3C2=O)cc1 (some centres not stated),i,i,i,i,-5,i,i,i,i,i,i
O=C(NCCCN1CCC(Cc2ccccc2)CC1)C1CCC(=O)N1C1CCCC1 (configuration not stated),i,i,i,i,-6,i,i,i,i,i,i
CCOC(=O)c1ccc(N2C(=O)CC(N3CCN(Cc4ccccc4)CC3)C2=O)cc1 (configuration not stated),i,i,i,i,-8,i,i,i,i,i,i
CC(O)CSc1nc2c(c(=O)n(C)c(=O)n2C)n1CCCc1ccccc1 (configuration not stated),i,i,i,i,-11,i,i,i,i,i,i
CC(=O)OC1COC(N2CCc3cc(Br)c([N+](=O)[O-])cc32)C(OC(C)=O)C1OC(C)=O (configuration not stated),i,i,i,i,-14,i,i,i,i,i,i
COc1cccc(N/C(SCc2ccccc2Cl)=C(/C#N)C(=O)NCc2cccs2)c1,i,i,i,i,-10,i,i,i,i,i,i
Oc1ccc(Cl)cc1Cc1cc(Cl)ccc1O,i,i,i,i,-37,i,-14*,i,100*,i,i
COc1ccc(C(CNC(=O)c2cccc(S(=O)(=O)Nc3ccc(C)cc3)c2)N2CCCCC2)cc1 (configuration not stated),i,i,i,i,-14,i,i,i,i,i,i
CC[C@@H]1CC=C[C@H]2[C@H]1C(=O)N(Cc1ccccc1)[C@H]2c1cc(C)ccc1F,.,.,.,i,-20,i,i,.,.,i,i
CCOc1ccccc1NC(=O)Cc1c(F)cccc1Cl,i,i,i,i,-3,i,i,i,i,i,i
COc1ccc(C(=O)Nc2cccc(NC(C)=O)c2)cc1OC,i,i,i,i,-11,i,i,i,i,i,i
COCC(=O)N1CCCC(C(=O)c2ccc(C(F)(F)F)cc2)C1 (configuration not stated),i,i,i,i,-8,i,i,i,i,i,i
Cn1c(C(=O)O)cc2cc(F)ccc21,i,i,i,i,-10,i,i,i,i,i,i
Cc1nn(-c2ccccc2)c2nc(N)c(C#N)c(-c3ccc(F)cc3)c12,i,i,i,i,-7,i,i,i,i,i,i
Cc1cc(OCC(=O)N2CCCCCC2)ccc1[N+](=O)[O-],i,i,i,i,-10,i,i,i,i,i,i
Cc1ccc(NC(=O)c2cc(-c3ccccc3O)n[nH]2)cc1C,i,i,i,i,-1,i,i,i,i,i,i
CCOC(=O)C1CCN(CCC(=O)Nc2cccc(Cl)c2C)CC1,i,i,i,i,2,i,i,i,i,i,i
CCOc1cc(CNCCO)cc(Br)c1OCc1ccccc1,i,i,i,i,-8,i,i,i,i,i,i
O=C(NCc1cccs1)C(Cc1ccccc1)n1cccc1 (configuration not stated),i,i,i,i,-6,i,i,i,i,i,i
Clc1ccc2nc(CSc3nc4ccccc4o3)cn2c1,i,i,i,i,-5,i,i,i,i,i,i
COC(=O)Nc1ccc(SCC(=O)c2ccccc2)cc1,i,i,i,i,-9,i,i,i,i,i,i
COc1ccc(CCNC(=O)CCCn2c(=O)c3cccn3c3cccnc32)c(OC)c1,i,i,i,i,-8,i,i,i,i,i,i
CC1=CS(=O)(=O)CC1Sc1nc2ccccc2[nH]1 (configuration not stated),i,i,i,i,-3,i,i,i,i,i,i
O=C(N/N=C/c1cccc(O)c1)c1csc2ccccc12,i,i,i,i,-25,i,i,i,i,i,i
COc1ccc(C(=O)OCC(=O)NCC2CCCO2)cc1[N+](=O)[O-] (configuration not stated),i,i,i,i,-7,i,i,i,i,i,i
O=C(NN=C1CCCCCC1)c1ccc(Br)o1,i,i,i,i,-5,i,i,i,i,i,i
COc1ccc(NC(=O)COC(=O)c2c(F)cccc2Cl)cc1OC,.,i,i,i,-14,i,i,.,i,i,i
COc1ccc(NC(=O)CSc2nnc(CNc3ccc(F)cc3)o2)c(OC)c1,i,i,i,i,-6,i,i,i,i,i,i
N#Cc1ccccc1S(=O)(=O)N1CCN(C(=O)c2cc(-c3ccccc3)nn2-c2ccccc2)CC1,i,i,i,i,-9,i,i,i,i,i,i
Cc1c(C(=O)NCCCN2CCOCC2)sc2nc(-c3ccc(F)cc3)cn12,i,i,i,i,-2,i,i,i,i,i,i
COc1cc(C2C(C(C)=O)=C(C)Nc3ncnn32)ccc1O (configuration not stated),i,i,i,i,-2,i,i,i,i,i,i
CN(C)/C(=N\S(=O)(=O)c1ccccc1)c1ccc([N+](=O)[O-])cc1,i,i,i,i,-9,i,i,i,i,i,i
COc1ccc(C(CNC(=O)c2cccc(NS(=O)(=O)c3ccccc3)c2)N(C)C)cc1 (configuration not stated),i,i,i,i,-14,i,i,i,i,i,i
O=C(NC(Cc1c[nH]c2ccccc12)C(=O)Nc1ccc(F)c([N+](=O)[O-])c1)c1cccs1 (configuration not stated),i,i,i,i,-7,i,i,i,i,i,i
COc1ccc(C)cc1NS(=O)(=O)c1ccc2c(c1)NC(=O)C(C)S2 (configuration not stated),i,i,i,i,-14,i,i,i,i,i,i
CC1=Nn2c(nnc2-c2cc(-c3ccccc3)n[nH]2)SC1,i,i,i,i,-1,i,i,i,i,i,i
Cn1c(Cn2c(=O)sc3ccccc32)nnc1SCC(=O)NCc1ccco1,i,i,i,i,-7,i,i,i,i,i,i
O=[N+]([O-])c1ccc(Sc2ccccn2)nc1,i,i,i,i,3,i,i,i,i,i,i
CC(C)(C)c1ccc(S(=O)(=O)N2CCN(c3ncccn3)CC2)cc1,i,i,i,i,-4,i,i,i,i,i,i
COc1cccc(CNc2ccc(N3CCCCC3)cc2)c1OC,i,i,i,.,.,.,.,i,i,.,.
COc1ccc2nc(C)cc(Nc3cccc(C(=O)O)c3)c2c1,i,i,i,i,-4,i,i,i,i,i,i
COC(=O)N/N=C/c1cc(C)n(-c2cccc3ccccc23)c1C,i,i,i,i,-5,i,-7*,i,i,i,i
COc1cc(CCC(=O)OCC(=O)Nc2ccc(C)cc2Cl)cc(OC)c1OC,i,i,i,i,1,i,i,i,i,i,i
CCCc1cc(N2CCOCC2)n2ncc(-c3ccccc3)c2n1,i,i,i,i,-9,i,i,i,i,i,i
Cc1sc(NC(=O)Nc2ccccc2)c(C(N)=O)c1C,i,i,i,i,-10,i,i,i,i,i,i
CCN(CC)S(=O)(=O)c1ccc(Br)c(OC)c1,i,i,i,i,-14,i,i,i,i,i,i
CCS(=O)(=O)Nc1cccc(C2=NN(S(C)(=O)=O)C(c3ccccc3)C2)c1 (configuration not stated),i,i,i,i,-10,i,i,-9.7*,i,i,i
O=C(CSc1nnc(-c2ccncc2)n1-c1ccccc1)NC1CC1,i,i,i,i,-5,i,i,i,i,i,i
COc1cc(C(=O)N2CCN(c3cc(Cl)ccc3Cl)CC2)cc(OC)c1OC,i,i,i,i,-11,i,i,i,i,i,i
CCOC(=O)C1CCN(C(=O)COC(=O)Cc2ccc(Cl)cc2)CC1,i,i,i,i,-7,i,i,i,i,i,i
O=C(NC1CCCCC1)C(c1ccncc1)N(C(=O)c1csnn1)c1ccc(F)cc1 (configuration not stated),i,i,i,i,-9,i,i,i,i,i,i

# More records
SMILES,KCNK3 inh,MrgX1 ag,MrgX1 allo act,RGS4 inh,hERG rescue,RGS4 pot,KCNK9 block,ANO1 activ,TMEM16A inh,KCNQ1 block,KCNQ1 act
O=C(CSc1nnc(-c2cccc(S(=O)(=O)N3CCCC3)c2)n1-c1ccccc1)Nc1cccc(C(=O)O)c1,i,i,i,i,-13,i,i,i,i,i,i
CC(C)/C=C1\CC/C(=C\c2ccc(N(C)C)cc2)C1=O,i,101*,i,i,-3,i,i,i,i,i,i
O=C(NCCCN1CCOCC1)c1ccc(Sc2ccc(F)cc2)c([N+](=O)[O-])c1,i,i,i,i,-7,i,i,i,i,i,i
COc1ccc(CCNC(=O)c2ccc3nc(-c4ccco4)c(-c4ccco4)nc3c2)cc1OC,i,i,i,.,.,.,.,i,i,.,.
O=C(Oc1c(CN2CCOCC2)cc(Cl)c2cccnc12)c1ccc(F)cc1,i,i,i,i,-9,i,i,i,i,i,i
COc1cc(NC(=O)c2cccc([N+](=O)[O-])c2)ccc1NC(=O)c1ccco1,i,i,i,i,-7,i,i,i,i,i,i
Cc1cc(OCC(=O)N2CCN(c3ncccn3)CC2)ccc1Cl,i,i,i,i,-12,i,i,i,i,i,i
CCCN(CCC)CCNC(=O)C1(O)c2ccccc2NC(=O)N1c1cccc(OC)c1 (configuration not stated),i,i,i,i,-8,i,i,i,i,i,i
